PV pol inh = poliovirus RdRp elongation inhibitors, primary screen, biochemical, fluorescence polarization, total intensity; Genome polyprotein (Poliovirus type 1 (strain Mahoney)), P03300; poliovirus polymerase elongation; stronger effect = lower value; % elongation, % (compound at 16.7 µg/mL); actives 0.66% (n = 150,000); AID 588519, 2011; in the data active means % elongation below about 90%; further: some results filed as inactive read as strong as hits
Target sequence (P03300 1749-2209 limits assumed): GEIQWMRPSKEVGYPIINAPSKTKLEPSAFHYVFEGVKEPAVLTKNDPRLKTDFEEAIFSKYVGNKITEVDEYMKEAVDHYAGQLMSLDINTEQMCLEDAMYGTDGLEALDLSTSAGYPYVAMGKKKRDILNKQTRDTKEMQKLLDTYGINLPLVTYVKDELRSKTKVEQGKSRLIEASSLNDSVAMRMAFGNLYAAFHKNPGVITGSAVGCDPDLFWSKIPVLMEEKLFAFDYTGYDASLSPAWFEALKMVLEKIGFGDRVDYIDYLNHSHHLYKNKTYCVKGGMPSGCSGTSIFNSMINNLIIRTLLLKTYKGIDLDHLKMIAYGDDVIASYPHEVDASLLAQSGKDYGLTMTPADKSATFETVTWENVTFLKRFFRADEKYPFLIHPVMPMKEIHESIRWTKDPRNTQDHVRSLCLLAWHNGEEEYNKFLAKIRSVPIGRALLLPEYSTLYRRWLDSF
PV pol inh FP z-score = also measured in PV pol inh; calls as there; z-score; measured here: FP z-score; hits read low
Starred values were filed as active, the others as inactive.

Structure,PV pol inh,PV pol inh FP z-score
Cc1c(Cl)cccc1-n1ncc(C(=O)N2CCOCC2)c1C1CCN(C(=O)OC(C)(C)C)CC1,108,0.3
O=C1CCCC(=O)C1C(c1ccccc1)C1C(=O)CCCC1=O,104,0.2
CC(C)CC(=O)Nc1cccc(-c2cn3cccnc3n2)c1,108,0.3
COc1cc(C(=O)N2CCC(n3nnc4cc(F)ccc43)CC2)cc(OC)c1OC,103,0.4
Cn1c(/C(C#N)=c2/s/c(=C\c3ccsc3)c(=O)n2-c2ccccc2)nc2ccccc21,103,0.2
O=C(OCCN1C(=O)c2ccccc2C1=O)c1cc(-c2ccco2)nc2ccccc12,107,0.6
O=C1CCCC/C1=C\N1CCOCC1,94,-0.5
CCCc1cc(=O)[nH]c2nnc(SCC(=O)Nc3ccccc3C(F)(F)F)n12,104,0.4
O=C(CCC(=O)N1CCSc2ccccc21)Nc1cccc(F)c1,101,-0.5
N#Cc1c(-c2ccccc2)cc(-c2ccccc2)nc1SCC(O)CS(=O)(=O)Cc1ccccc1 (stereo unspecified),80*,-4.2*
Cc1cccc2c1SC1CCCCC1OC(=O)N2 (stereo unspecified),102,0
S=c1n(CN2CCOCC2)nc2n1CCCCC2,107,0.6
COC(=O)c1cc2c(ccn2-c2ccc(F)cc2)n1CC(=O)Nc1ccc(C)cc1,104,0.8
CCOc1ccc(N(C(=O)NC2CCCCC2)C2=NCCCCC2)cc1,99,-0.3
O=C(Nc1ccccc1)OC1CCCC1,108,0.8

For reference, part of the list above:
Structure,PV pol inh,PV pol inh FP z-score
Cc1c(Cl)cccc1-n1ncc(C(=O)N2CCOCC2)c1C1CCN(C(=O)OC(C)(C)C)CC1,108,0.3
O=C1CCCC(=O)C1C(c1ccccc1)C1C(=O)CCCC1=O,104,0.2
CC(C)CC(=O)Nc1cccc(-c2cn3cccnc3n2)c1,108,0.3

Other results
Structure,PV pol inh,PV pol inh FP z-score
CCN(c1nc(C)cc(OC)n1)S(=O)(=O)c1ccc(C)cc1,99,-0.8
CC(C)Cc1ccc(C(C)c2nc3ccccc3[nH]2)cc1 (stereo unspecified),101,-0.4
CC(=O)Nc1sc(Cc2ccccc2)c(C)c1C(N)=O,93,-1
COC(=O)C(NC(=O)CCc1c(C)nc2cc(-c3cccc(F)c3)nn2c1C)C(C)C (stereo unspecified),106,-0.5
CC(C)C1Nc2ccc(C(F)(F)F)cc2NC1=O (stereo unspecified),102,-0.2
O=C1NC(=O)C2(CCOCC2)C(=O)N1,107,1
Cc1nc(N)nc2[nH]c(=O)n(-c3ccccc3)c(=O)c12,97,-0.2
CCOc1ccc(NC(=O)C/C(N)=N/O)cc1,101,0.2
O=C(O)C1CC1c1ccccc1 (stereo unspecified),99,-0.1
N#CC1=C(N)N(N2CCOCC2)C2=C(C(=O)CC(c3ccccc3)C2)C1c1ccccc1Cl (stereo unspecified),102,0.2
CC(C)CNC(=O)c1ccc(COCC(F)(F)C(F)F)o1,100,-0.2
O=C(c1ccc(CN2C(=O)CCn3nc(-c4ccccc4)cc32)cc1)N1CCN(c2ccccn2)CC1,103,0.2
O=c1c(Br)c(N2CCNCC2)cnn1-c1ccccc1,100,-0.1
O=C(CCn1c(SCc2cccc(F)c2)nc2cc3c(cc2c1=O)OCO3)NCc1ccc2c(c1)OCO2,101,0
CCCOC(=O)c1c(N)sc2c1CCCC2,109,0.4

Entries of single compounds, quoted from the list. Order of values: PV pol inh	PV pol inh FP z-score
CC(C)CNC(=O)c1ccc(COCC(F)(F)C(F)F)o1 across the screens: 100	-0.2
O=c1c(Br)c(N2CCNCC2)cnn1-c1ccccc1 across the screens: 100	-0.1

Further entries:
Structure,PV pol inh,PV pol inh FP z-score
Cc1ccc2[nH]c(-c3ccccc3)c(CN3CCC(C)CC3)c(=O)c2c1,102,0.2
CCOC(=O)c1ccc(NC(=S)NCCn2cc(Br)cn2)cc1,100,-0.4
COc1ccccc1N1CC(C(=O)OCn2nnc3ccccc3c2=O)CC1=O (stereo unspecified),101,0
COc1ccc(-c2noc(NC3CCCc4ccccc43)n2)cc1 (stereo unspecified),104,1.3
O=C(Nc1ccccc1)c1cc2c(=O)n3ccccc3nc2s1,102,0.2
COc1ccc(-c2nc(CN3CCC(C(=O)NCc4ccc(F)cc4)CC3)c(C)o2)cc1OC,103,-0.4
CCc1ccc(NC(=O)CSc2nncn2C)cc1,107,0.3
CC(=O)N1CCN(Cc2nc3ccc(NC(=O)Cn4nc(C)c5ccccc5c4=O)cc3n2C)CC1,103,0.2
CC(=O)Nc1nonc1-c1nc2ccccc2n1Cc1ccccn1,103,-0.2
c1cc(CNC2CCCC2)ccn1,101,-0.3
COc1ccc(-c2noc(-c3ccc(N4CCOCC4)c([N+](=O)[O-])c3)n2)cc1OC,115,1.6
Cc1nn(-c2ccccc2)c2c1N(CCCC(=O)NC(C)c1ccccc1)C(=O)CS2 (stereo unspecified),108,0.5
CCN(CC)S(=O)(=O)c1ccc2c(c1)N(CC(=O)N1CCN(c3cccc(C)c3C)CC1)C(=O)CO2,107,0.3
Cc1oc(-c2ccc(Cl)cc2)nc1CN1CCCC(C(=O)NCCc2ccc(Cl)cc2)C1 (stereo unspecified),106,0
COc1ccc(Nc2nnc(-c3cc4c(ccc5ccccc54)oc3=O)s2)cc1,103,0

Going on with the list:
Structure,PV pol inh,PV pol inh FP z-score
OCc1nc(-c2cc(C(F)(F)F)cc(C(F)(F)F)c2)cs1,99,-0.6
COc1cccc(NC(=S)N(C2CCCCC2)C(C)c2ccco2)c1 (stereo unspecified),99,-0.6
CN1/C(=C\C=C(/C#N)c2nc3ccccc3[nH]2)C(C)(C)c2ccccc21,72,-8.6
O=C(O)CCc1ccc(S(=O)(=O)Nc2cc(C(F)(F)F)ccc2N2CCCC2)cc1,99,-0.4
CCOC(=O)c1c(NC(=S)N2CCc3ccccc32)sc2c1CCN(C(=O)OCC)C2,109,0.8
COc1cc(/C=C2/SC(=S)N(NC(C)=O)C2=O)ccc1O,155,5.3
N#Cc1ccc(CSc2nnc(-c3cccc(S(=O)(=O)N4CCCCC4)c3)n2-c2ccccc2)cc1,104,0.3
O=C1C2C3C=CC(C3)C2C(=O)N1c1ccccc1 (stereo unspecified),104,0.5
CCOC(=O)c1csc(-c2ccc(-c3csnn3)cc2)n1,102,0.2
COC(=O)c1sc(-c2cccs2)cc1NS(=O)(=O)c1ccc(C)cc1,99,-0.7
NC(=O)c1cccc2cccc(I)c12,100,-0.3
O=C1/C(=C/C2=Cc3ccccc3OC2)SC(=S)N1C1CCS(=O)(=O)C1 (stereo unspecified),102,0.1
CC(C)CNC(=S)N1CCC(c2nc(-c3ccc(F)cc3)no2)CC1,102,0.2
O=S(=O)(c1ccc(Cl)cc1)N1CCC(n2cccc2)CC1,106,0.5
O=C(Cn1cnc2c(oc3ccccc32)c1=O)Oc1ccccc1Cl,60*,-3.8*

Compounds listed so far that have a thiophene ring, fused or not:
Structure,PV pol inh,PV pol inh FP z-score
Cn1c(/C(C#N)=c2/s/c(=C\c3ccsc3)c(=O)n2-c2ccccc2)nc2ccccc21,103,0.2
CC(=O)Nc1sc(Cc2ccccc2)c(C)c1C(N)=O,93,-1
CCCOC(=O)c1c(N)sc2c1CCCC2,109,0.4
O=C(Nc1ccccc1)c1cc2c(=O)n3ccccc3nc2s1,102,0.2
CCOC(=O)c1c(NC(=S)N2CCc3ccccc32)sc2c1CCN(C(=O)OCC)C2,109,0.8
COC(=O)c1sc(-c2cccs2)cc1NS(=O)(=O)c1ccc(C)cc1,99,-0.7

(list continues)
Structure,PV pol inh,PV pol inh FP z-score
OC(Cn1ccc2ccccc21)Cn1cnc2ccccc21 (stereo unspecified),100,-0.3
CCn1c(=O)c2ccccc2n(CC(=O)N2CCCCC2C)c1=O (stereo unspecified),102,0
CCN(Cc1nc(-c2ccc(C)cc2)no1)C(=O)NC(C)(C)C,100,-0.8
Cc1ccc(S(=O)(=O)NCCC(=O)Oc2cc3oc(=O)c4c(c3cc2Cl)CCCC4)cc1,94,-0.6
COc1ccc(CNC(=O)C2CCN(c3nc4ccccc4[nH]3)CC2)c(OC)c1,106,-0.2
Cc1oc2ccc(NS(=O)(=O)c3ccccc3)cc2c1C(=O)O,102,0.3
CCCCCn1c(=O)[nH]c2cc(C(=O)NCc3ccc(Cl)cc3)ccc2c1=O,108,0.9
O=C1CC(c2ccccc2)C(=O)N1c1cc(Cl)cc(Cl)c1 (stereo unspecified),103,-0.1
COc1ccc(Br)cc1C1C(C(=O)Nc2ccc(C)cc2C)=C(C)Nc2ncnn21 (stereo unspecified),105,-0.1
Fc1ccc(CNc2cc(-c3ccccc3)nc3nncn23)cc1,114,1.3
CC(=O)Nc1cccc(NC(=O)CSc2ncc(C(=O)Nc3ccccc3)c(=O)n2C)c1,101,-0.5
Cc1ccc2c(c1)CN1CN2Cc2cc(C)ccc21,100,0.3
CCOc1ccc(C2=CSC3=NCCN23)cc1Cl,98,-1.1
CCOc1ccc(CNC(=O)c2ccc(Sc3ccc(Cl)cc3)c(NC(C)=O)c2)cc1OC,105,-1.3
O=C(Nc1ccc(SC(F)F)cc1)c1cc(-c2cccs2)on1,106,-0.1

New compounds follow:
Structure,PV pol inh,PV pol inh FP z-score
CCn1c2ccccc2c2cc(NC(=O)C(C)N3CC(C)OC(C)C3)ccc21 (stereo unspecified),102,-0.1
COCCn1c(=NC(=O)CCOc2ccccc2)sc2cc(OC)ccc21,103,0.4
O=C(/C=C/c1ccccc1)Nc1cccnc1Oc1ccc(F)cc1,97,-1.3
CC1CCN(S(=O)(=O)c2cccc(C(=O)N(C)C3(C)CCS(=O)(=O)C3)c2)CC1 (stereo unspecified),105,-0.5
COc1ccc(N2CC(NC(=O)c3cccs3)CC2=O)cc1 (stereo unspecified),105,-0.3
COCCNC(=O)c1ccc2c(=O)n(CCc3ccccc3)c(SCC(=O)CC(=O)OC)nc2c1,106,-0.2
CC1(C)OC(=O)C(=CNC(CCC(=O)O)C(=O)O)C(=O)O1 (stereo unspecified),102,0.3
CCc1nnc(NC(=O)Nc2ccc3c(c2)N(C)C(=O)CS3)s1,103,0.2
COc1cc(OC)c(OC)cc1CN1CCN(S(=O)(=O)c2ccc(NC(C)=O)cc2)CC1,105,0.9
Cc1ccc(-c2cc(C(=O)N3CCN(c4ccccc4)CC3)c3ccccc3n2)cc1C,113,0.7
COc1cc(NC(=O)CCc2c(C)nc3nc(-c4cc(OC)cc(OC)c4)nn3c2C)cc(OC)c1,103,-1.1
O=C(O)c1cccc(-n2cccc2C=C2C(=O)c3ccccc3C2=O)c1,98,-0.5
CCOC(=O)C1=C(O)/C(=C/c2ccco2)SC1=Nc1ccc(F)cc1,103,0.1
CCOC(=O)c1cc2occc2n1CC(=O)N1CCCc2ccccc21,103,0.6
CCOC(=O)c1cc(Cl)c(C(=O)OCC)cc1Cl,91,-0.7

(listing goes on)
Structure,PV pol inh,PV pol inh FP z-score
N/C(=N\OC(=O)NC1CCCCC1)c1ccc(Cl)cc1,99,-0.6
COc1ccc(-c2onc(C)c2C)cc1S(=O)(=O)Nc1cccc(C#N)c1,120,2.7
CCC(C)(C)NS(=O)(=O)c1cccs1,101,-0.1
O=C(CCCn1c(=O)c2ccccc2n(CC(=O)Nc2ccc(F)cc2F)c1=O)NCc1ccccc1Cl,109,0
CCN(CC)S(=O)(=O)c1ccc2oc(C(=O)O)c(C)c2c1,99,-1.2
N#CCCN(C(=O)C12CC3CC(CC(Cl)(C3)C1)C2)c1ccccc1,104,1.4
Cc1c(/C=N/N=c2\sc3ccccc3n2C)n(C)n(-c2ccccc2)c1=O,103,0
CCc1ccc(-n2c3nc(=O)[nH]c(=O)c-3cc3c(C)nn(-c4ccccc4)c32)cc1,109,0.1
CC(OC(=O)c1cccn1C)C(=O)Nc1ccccc1C#N (stereo unspecified),102,-0.3
Cc1ccc(C)c(NC(=O)Cn2cnc3c(oc4ccccc43)c2=O)c1,110,0.8
CC(NC(=O)C1CCCN(C(=O)c2cc3sccc3n2C)C1)c1ccccc1 (stereo unspecified),101,-0.2
COC(=O)c1c(NC(=O)c2ccc(S(=O)(=O)N3CCCCC3C)cc2)sc2c1CCN(C(C)C)C2 (stereo unspecified),109,0.3
CC(C)n1c(CCC(=O)O)ccc1-c1ccc(Br)cc1,102,0
COc1ccc(N2CCN(CC(O)COc3ccc(C)c(C)c3)CC2)cc1 (stereo unspecified),97,-1.4
O=C(c1ccco1)N1CCCC(C(F)(F)F)C1 (stereo unspecified),102,-0.2

(more compounds)
Structure,PV pol inh,PV pol inh FP z-score
Cc1ccc(CN(C)C(=O)C2CC(=O)N(c3ccc4c(c3)OCCO4)C2)o1 (stereo unspecified),101,-0.5
COc1cccc(N2C(=O)C(CC(=O)Nc3ccc(Cl)cc3)N(Cc3ccc4c(c3)OCO4)C2=O)c1 (stereo unspecified),108,0.4
CN(C)C(=O)Oc1cccc2cccnc12,102,0.1
CCc1ccc(N(CC)C(=O)c2cc3c(=O)oc4ccc(C)cc4c3s2)cc1,106,0.3
CCOC(=O)c1cc(NC(=O)CN2CCCC2)cc(C(=O)OCC)c1,102,-0.1

Assay outcomes as filed in PubChem.

A portion of the library. The share of hits here may be higher or lower than overall.
